# Assay outcomes from PubChem BioAssay.
# IEC-6 tox: counter-screen for KLF5 inhibitors: cytotoxicity in IEC-6 cells. IEC-6 cytotoxicity, luminescence viability. inhibition, % at 5 µM. 290,000 compounds, 0.78% hits; in the data active = inhibition above about 22%;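 also: 0% = plate median of test compound wells and 100% = cytotoxic reference compound wells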
# HSF-1 act: increases HSF-1 driven luciferase reporter signal; AID 504408; NIH3T3-HGL HSF-1 luciferase reporter, MG132, 8 h; 100% = twice DMSO control signal; 300,000 compounds, 1.7% hits; activation, % at 9 µM;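 active = mean replicate activation of at least 50% with a set share of replicates each reaching 50%; inconclusive = only one of those two conditions met; inactive = mean below 50% and too few replicates reaching it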;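 also: 0% = median of the neutral control wells and 100% = twice that signal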
# HSF1 inhib: HSF1 inhibition | NIH3T3-HGL HSE-luciferase, MG132-induced, luminescence 8 h; stronger effect = lower value | activity change, negative = inhibition, % at 7.5 µM (by protocol) | 300,000 compounds, 0.77% hits | AID 2098;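 active = more than half of replicate wells show activity change below -50%, luminescence cut by over half; inconclusive = some wells, but at most half, below -50%; inactive = no replicate well below -50%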;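 also: luciferase reports HSF-1 transcriptional activity via heat shock element; 0% = median of DMSO wells and -100% = zero luminescence signal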
# HSP90 refold inh: inhibitors of HSP90 luciferase refolding in rabbit reticulocyte lysate | inhibition, % at 5.6 µM | luciferase refolding luminescence, 3 h | 290,000 compounds, 0.91% hits;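 active = inhibition above the screen-wide mean plus 3 SD, computed separately per campaign, cut at about 16% in these data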;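 also: 0% = DMSO wells and 100% = 60 µM geldanamycin wells; inhibitors lower the luminescence because luciferase stays unfolded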
# HIF act: HIF pathway transcriptional activation | activation, % at 7.5 µM (by protocol) | 300,000 compounds, 0.32% hits | U2OS HRE-luciferase reporter, luminescence; normalized: DMSO 0%, desferrioxamine 100% | AID 1910;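 active = mean activation of at least 10% of the iron chelator positive control signal, with at least half of replicates also reaching 10%; inconclusive = mean and replicate majority disagree about reaching 10%; inactive = mean and most replicates under 10%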
# SKKanGAS inh: inhibitors of SKKanGAS S. pyogenes growth in kanamycin (SK-promoter or general growth effect) | BacTiter-Glo, 6 h | inhibition, % at 7.5 µM | 300,000 compounds, 1.3% hits | AID 1662;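 active = mean replicate score, as percent of positive control median, at least 50; inconclusive = mean below 50 but one replicate at or above 50; inactive = mean and every replicate below 50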;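 also: strain carries kanamycin resistance gene driven by streptokinase promoter and grows in 40 µg/ml kanamycin; loss of luminescence reflects streptokinase promoter inhibition or plain growth inhibition; 0% = median of DMSO wells and 100% = positive control at its reference dose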
# aSyn UTR inh: 5' untranslated region of α-synuclein, MLPCN primary screen; alpha-synuclein 5'UTR reporter, inhibitor activity; inhibition, % (tested at 7.5 µM); 300,000 compounds, 0.82% hits; AID 1813; in the data active = inhibition above about 60%; inconclusive = no clear call, values can overlap the other calls;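 also: H4 neuroglioblastoma cells stably carrying SNCA 5'UTR luciferase fusion; 0% = DMSO wells and 100% = positive control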
# AI-2 QS modul: Vibrio harveyi AI-2 quorum sensing modulation; Vibrio harveyi JMH597 AI-2 luminescence/OD600 ratio, 9 h; stronger effect = lower value; strain lacks LuxN and CqsS sensors; 0 = neutral-control median; activity change, % at 7.5 µM; 300,000 compounds, 0.4% hits; in the data active = activity change below about -75%, passing the limit was not always enough; inconclusive = no clear call, values can overlap the other calls;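 also: luminescence divided by OD600 gain over 9 h not by final OD600 alone; inactives centre near 13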
# KLF5 inhibitor: suppresses KLF5 promoter-driven expression; 290,000 compounds, 0.23% hits; DLD-1 KLF5 promoter-luciferase reporter, luminescence; inhibition, % at 5 µM;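 active = inhibition above a per-plate limit of that plate's mean compound inhibition plus 3 SD, cut at about 60% in these data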;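 also: 0% = DMSO wells and 100% = LY294002 at 200 µM; higher means less KLF5 promoter-driven luciferase light; inactives centre near -14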
# Platelet DG rel: platelet dense granule release activity. inhibition, %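 (compounds screened at 7.5 µM in platelet-rich plasma)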. 300,000 compounds, 0.22% hits. AID 1663. human platelet-rich plasma, SFLLRN dense granule ATP release, luminescence;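 active = mean replicate score, as percent of positive control, at or above 50; inconclusive = mean below 50 but at least one replicate at or above 50; inactive = mean and every replicate below 50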
# The depositor's hits bear a star; u = inconclusive; x = no result given. The order is random. About 6% of those tested had a hit in this group.
SMILES,IEC-6 tox,HSF-1 act,HSF1 inhib,HSP90 refold inh,HIF act,SKKanGAS inh,aSyn UTR inh,AI-2 QS modul,KLF5 inhibitor,Platelet DG rel
Cc1n[nH]c(C)c1N=Nc1ccc(Br)cc1,12.9,19.8,11.5,-4.6,-1.0,28.9,-42.4,17.0,-16.8,7.1
O=C(CCCCCn1c(=S)[nH]c2ccc(N3CCOCC3)cc2c1=O)NCc1ccc(Cl)cc1,-2.3,17.3,1.1,-0.3,-1.5,23.1,15.0,1.9,21.2,-1.4
c1cncc(C(c2nnnn2C2CCCC2)N2CCCC2)c1 (configuration not stated),-4.2,-3.2,0.1,4.0,-0.2,3.1,8.3,10.0,2.7,-0.1
Fc1ccc(CCNC(=S)Nc2ccc(F)cc2)cc1,4.2,10.5,10.2,2.8,0.9,-1.6,-75.7,-4.3,-4.7,-9.7
CCOc1ccc(C(=O)NCCNC(=O)c2ccc(OCC)cc2)cc1,-0.8,-4.1,-5.1,1.6,-0.6,-5.1,4.7,x,-67.2,-3.1
CCOC(=O)c1c(CN2CCOCC2)n(-c2ccccc2)c2cc(Br)c(O)cc12,-6.0,10.1,3.2,-2.6,-0.7,35.0,28.4,-0.5,-25.2,-0.3
CCn1nnnc1NC(=O)c1ccc2ccccc2c1,0.2,7.3,-11.1,-0.1,-0.6,-2.4,5.9,30.0,-13.0,9.3
NS(=O)(=O)c1ccc(Nc2nc3ccccc3nc2NS(=O)(=O)c2cccc([N+](=O)[O-])c2)cc1,3.9,0.4,0.4,-2.0,-0.2,6.1,-13.4,39.1,-18.7,1.1
Cc1ccccc1-c1noc(CCC(=O)NCc2ccco2)n1,-7.7,14.9,4.6,-1.3,-0.2,1.0,0.0,2.1,-2.8,10.6
COc1ccc(Cc2nnc(SCC(=O)c3ccc(OC)cc3)o2)cc1,-0.1,5.8,2.1,0.9,0.1,-13.9,1.1,25.4,-17.4,-16.7
COc1cc(C(=O)Nc2ccc(S(=O)(=O)N3CCOCC3)cc2)c([N+](=O)[O-])cc1OC,4.1,-3.5,3.8,3.3,-0.2,-6.4,16.0,23.7,-18.1,-1.7
CCOC(=O)/C(N=Nc1ccc(C(=O)O)cc1[N+](=O)[O-])=C(\C)O,-3.0,11.2,-5.9,1.4,-0.1,1.0,5.4,6.5,-13.3,-0.7
COc1ccc(CNC(=O)C(C)n2nc(C)c3c(C)n(-c4ccccc4)nc3c2=O)c(OC)c1 (configuration not stated),0.3,-5.3,0.5,1.9,0.0,-10.1,-13.7,3.8,-38.5,12.5
CSc1cccc(NC(=S)N(Cc2ccc(C)cc2)Cc2ccccn2)c1,2.5,-16.7,-10.9,0.0,1.7,0.5,5.5,14.9,-18.7,2.8
O=C(Nc1ccc(N2CCCC2)cc1)C(Cl)c1ccccc1 (configuration not stated),-2.9,-22.9,-13.0,-1.5,-40.1,3.2,-107.8,-30.9,-73.2,-5.6
O=C(NCc1cccnc1)[C@@H]1CC=C[C@@H]2CCN(Cc3ccccc3)C(=O)[C@@H]21,x,-7.7,1.4,x,-1.5,1.9,-0.1,18.3,x,5.0
Cc1ccc(-c2nc3ncccn3c2Nc2ccccc2C)o1,-4.8,56.6*,19.0,-0.2,0.5,-14.8,-13.8,2.8,-47.7,0.8
O=C(CCOc1ccccc1)Nc1ccccc1,-1.2,16.5,12.8,-3.4,2.3,0.2,-58.2,-60.3,-39.2,-1.1
CC(C)(C)NC(=O)CN(Cc1cccs1)C(=O)CNS(=O)(=O)c1ccccc1,-6.7,-0.3,-2.2,-1.0,-0.3,-5.1,-18.5,23.5,-7.7,4.4
CCCCCC(O)c1cccc(OCc2ccc3ccccc3n2)c1 (configuration not stated),-8.7,8.9,10.2,1.2,-0.1,15.6,-11.9,16.2,-10.2,0.7
COc1ccccc1CCNC(=O)CCSc1nc(-c2ccco2)cc(C(F)(F)F)n1,0.2,-19.5,-3.6,2.6,-0.2,6.2,29.8,5.2,-28.6,-2.0
Cc1ccc(C)c2[nH]c(=O)c(CN(CC3CCCO3)C(=O)NC3CCCCC3)cc12 (configuration not stated),2.7,5.0,-5.8,2.4,-0.7,19.6,12.7,9.7,-2.4,1.9
O=[N+]([O-])c1ccccc1N=Nc1ccc(O)cc1,x,-14.8,-10.0,x,1.3,-4.0,-35.7,20.8,x,-11.5
COC(=O)c1ccc(Cn2c(CN3CCOCC3)nc3ccccc3c2=O)o1,-4.5,38.8,4.7,-1.0,-0.8,3.2,2.3,7.8,-13.7,2.7
CCOC(=O)CC(NC(C)=O)c1ccc([N+](=O)[O-])cc1 (configuration not stated),-2.1,16.8,2.8,3.7,-0.1,2.5,19.5,15.3,8.6,-13.5
# (further entries)
SMILES,IEC-6 tox,HSF-1 act,HSF1 inhib,HSP90 refold inh,HIF act,SKKanGAS inh,aSyn UTR inh,AI-2 QS modul,KLF5 inhibitor,Platelet DG rel
CCn1cc(C(=O)N2CCn3c(nc4ccccc43)C2)c(=O)c2ccc(C)nc21,-8.9,2.0,-9.8,-6.1,-0.4,-3.1,-7.7,3.8,-0.3,18.7
O=C(NCc1cccnc1)c1cnn2ccccc12,1.4,5.9,0.1,0.7,0.1,-1.6,0.5,32.4,-20.6,15.1
O=C(COC(=O)COc1ccccc1)Nc1cccc([N+](=O)[O-])c1,5.1,-5.5,-9.7,4.8,0.0,-0.9,23.0,26.4,9.2,-30.7
C1CCc2nnc(C3CC3)n2CC1,2.9,6.7,-4.8,-2.3,-0.2,6.2,-25.7,9.2,-18.1,-2.1
COC(=O)c1ccccc1C(=O)c1ccc2c(c1)NC(=O)CO2,-2.7,-5.3,-1.1,-1.7,-0.8,-4.7,-47.0,11.9,-14.7,-4.1
O=C(NCC1CCCO1)C(C(=O)c1ccc(F)cc1)n1ccccc1=O (configuration not stated),-6.8,11.0,7.2,-1.3,-0.3,-7.4,-1.9,-2.2,-1.8,-9.8
CCOc1ccc(N(CC(=O)Nc2ccc(C)cc2)S(C)(=O)=O)cc1,-0.8,10.2,16.3,-1.5,4.5,-6.1,-113.0,11.9,-123.2,10.6
c1ccc2c(c1)ncn2Cc1nnc2sc(-c3ccc4c(c3)OCO4)nn12,3.9,15.9,4.6,-0.8,-0.6,-4.8,18.5,13.0,-8.3,0.2
CC(=O)NNC(=O)c1csc(Cc2c(Cl)sc3ccc(Cl)cc23)n1,16.1,32.5,10.7,4.6,0.7,4.6,67.1*,7.1,-6.3,11.9
Cc1cc(C)cc(CN2C(=O)NC3(CCCCCC3)C2=O)c1,-1.9,-1.4,-7.1,-3.5,-34.8,8.8,-5.5,3.9,-25.8,-8.7
c1ccc(Cc2nc3ccccc3n2Cc2ccccc2)cc1,-5.0,4.2,2.5,-2.0,0.3,10.5,18.7,-0.4,-38.8,1.7
CC(CN1CCOCC1)OC(=O)c1cccc(Cl)c1 (configuration not stated),0.0,-0.1,1.1,1.6,0.0,4.4,-11.7,1.3,-26.8,9.9
O=S(=O)(NCC(Nc1ccc(Cl)cc1)c1ccccc1)c1ccc(Cl)cc1 (configuration not stated),-5.7,39.3,3.4,1.3,0.2,9.8,-4.4,4.2,2.0,-11.8
COc1ccc(C(=O)Nc2ccc(NC(=O)C3CCCCC3)nc2)cc1,1.6,-1.2,-1.0,2.2,-0.6,0.3,-8.8,1.4,-28.2,-11.3
CCCNC(=O)CN1C(=O)NC2(CCCc3cc(OC)ccc32)C1=O (configuration not stated),-1.2,2.2,0.4,-3.7,0.2,1.8,-0.1,11.1,-23.5,1.2
COC(=O)[C@@H](Cc1ccccc1)NC(=O)NCCc1c[nH]c2ccccc12,-2.8,6.2,8.5,2.5,0.3,-4.2,10.2,13.4,-2.6,3.9
CCC1CCC/C1=N\NC(=O)c1ccc(Cl)cc1 (configuration not stated),x,10.0,3.2,x,0.2,-4.6,16.2,9.8,x,1.9
COC(=O)c1cc(OC)c(OC)cc1N1C(=O)CC(C)(C)CC1=O,-0.7,-5.9,-0.7,2.8,0.1,-1.2,-0.8,27.9,-15.9,4.2
COCCn1c(-c2ccc(F)cc2)nc2oc3cc(OC)ccc3c(=O)c2c1=O,7.3,12.6,7.6,3.0,-0.3,-3.0,-12.5,19.6,-11.8,3.2
COc1ccc(NC(=S)NCCCN2CCN(C3CCCCC3)CC2)cc1,5.2,-1.3,-0.1,-3.3,-14.9,6.7,-4.0,9.2,-1.6,15.9
CC(CCc1ccc(O)cc1)NC1C2CC3CC(C2)CC1C3 (configuration not stated),2.6,6.9,1.3,-0.8,0.2,-7.9,-2.7,9.5,-14.8,-6.2
Cc1nc2nc[nH]n2c(=O)c1C/C=C/c1ccccc1,-6.5,0.7,-5.6,-2.3,-0.2,0.2,-5.9,55.3,-6.1,0.2
Cc1ccc(S(=O)(=O)N2CCN(C(=O)CSc3nnnn3C)CC2)c(C)c1,5.6,11.8,10.3,1.9,-0.3,-0.7,-2.7,1.7,-25.8,-3.6
CCc1ccc(-n2c(CSc3nnnn3-c3ccccc3)nc3ccccc3c2=O)cc1,-4.8,3.0,0.8,-4.4,0.2,-1.1,0.8,19.9,0.1,-6.2
Cc1cc(C)c(C#N)c(SCc2ccc([N+](=O)[O-])cc2)n1,1.1,52.6*,7.5,3.6,-0.8,3.4,9.2,32.5,-3.0,-4.0
# New compounds follow.
SMILES,IEC-6 tox,HSF-1 act,HSF1 inhib,HSP90 refold inh,HIF act,SKKanGAS inh,aSyn UTR inh,AI-2 QS modul,KLF5 inhibitor,Platelet DG rel
CC(C)NC(=O)c1ccc2c3n(nc2c1)-c1ccc(Cl)cc1CO3,x,35.1,18.7,x,2.4,-7.6,-176.0,15.4,x,10.7
COc1cc(S(=O)(=O)N2CCCCC2)ccc1NC=O,-8.2,-5.1,-4.4,-1.3,-0.3,-4.8,23.2,-2.2,-24.4,3.1
COc1ccc(C(C)(C)C)cc1S(=O)(=O)N1CCC(C(N)=O)CC1,-3.0,-4.2,-10.1,-4.5,0.0,1.6,-6.2,2.4,-11.3,0.4
CSc1scc2c1-c1nc(SCC(=O)C(C)(C)C)ncc1CC2,10.5,1.5,-2.4,3.8,0.1,0.0,-3.2,23.4,25.6,-4.6
Cn1cnc([N+](=O)[O-])c1Nc1ccccc1O,-1.4,7.6,3.0,-5.2,-0.7,-3.6,-4.3,23.5,-21.5,u
COc1ccc(C(CC(=O)N2CCOCC2)c2c(OC)cc(OC)c3c(-c4ccccc4)cc(=O)oc23)cc1 (configuration not stated),x,9.0,5.4,x,-0.4,10.5,11.7,22.7,x,-0.5
COc1ccc2[nH]c(C)c(CN3CCCCC3)c(=O)c2c1,x,8.7,-3.1,x,0.3,9.6,8.7,10.9,x,-1.1
COc1ccc(/C=C/C(=O)OCC(=O)Nc2ccc(N3CCOCC3)cc2)cc1OC,1.9,12.1,1.2,6.0,-0.3,-2.4,4.0,15.8,0.8,4.1
NC(=O)CC1C(=O)N(c2ccccc2)C(=S)N1NC(=O)c1ccccc1 (configuration not stated),-1.9,26.4,9.5,2.0,-0.8,8.3,-72.5,4.8,-48.0,-0.8
